Source: PubChem BioAssay
NTR1 ag: agonists of NTR1, primary screen, imaging, U2OS cells, beta-arrestin-GFP, high content (AID 493036); P30989; NTR1-U2OS beta-arrestin-GFP spot imaging, agonist mode; activation, % at 20 µM; hit rate 0.17% among 330,000;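 active means activation at or above 40% of the spot to cytoplasm intensity ratio, with at least 20 cells analyzed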;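 further: 0% = DMSO without peptide and 100% = 100 nM NTR1 peptide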
Target sequence (P30989 whole entry, looked up): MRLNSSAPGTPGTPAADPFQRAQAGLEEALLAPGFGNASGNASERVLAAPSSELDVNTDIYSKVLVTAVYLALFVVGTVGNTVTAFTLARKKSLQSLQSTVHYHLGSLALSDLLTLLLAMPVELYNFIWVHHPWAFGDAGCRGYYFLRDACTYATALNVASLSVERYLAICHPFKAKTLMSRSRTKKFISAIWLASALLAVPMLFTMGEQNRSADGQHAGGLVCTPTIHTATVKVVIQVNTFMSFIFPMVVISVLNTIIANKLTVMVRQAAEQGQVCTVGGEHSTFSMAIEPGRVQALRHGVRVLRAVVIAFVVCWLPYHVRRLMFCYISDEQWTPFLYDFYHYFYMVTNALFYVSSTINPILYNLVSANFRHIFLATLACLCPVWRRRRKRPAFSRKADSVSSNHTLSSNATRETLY
KOR beta-arrestin-1: KOR agonists, beta-arrestin recruitment, primary screen, cell-based, luminescence, uHTS (AID 1777) | KOR beta-arrestin recruitment, luminescence; higher % means a stronger effect | hit rate 0.02% among 280,000 | activation, % at 10 µM, or EC50 in µM where a hit was titrated; in the data active means activation above about 50%, passing the limit was not always enough; further: a part of the inactive calls stands beside numbers as strong as those of hits
TNAP activators: human TNAP enzyme activators, primary screen, biochemical, luminescent, no phosphate acceptor, uHTS (AID 1001) | hit rate 0.03% among 200,000 | purified TNAP, luminescent activation assay, no phosphate acceptor; higher activation fold means a stronger effect | activation fold at 20 µM, or EC50 in µM where a hit was titrated; in the data active means activation fold from about 3, or a potency from the dose series; inactive means the rest, 99 in 100 with activation fold below about 1.6; further: many of its hits are not listed in these tables
Yfh1-off respiration: enhancers of respiration in Yfh1-depleted yeast, dose response, Friedreich's ataxia, plus single-dose screen (AID 1465); hit rate 0.074% among 220,000; S. cerevisiae Yfh1-off respiration, WST-1 reduction, 72 h; higher fold induction means a stronger effect; fold induction at 50 µM; hits with a dose series show EC50 in µM;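 active means fold induction of absorbance versus untreated yeast above a set limit, then at least 30% activation at any dose in follow-up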;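 further: activators that raise dye reduction in frataxin-depleted yeast; strong numbers were not always called active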
NOD2 inhibition: inhibition of NOD2-driven NF-kB reporter – cell-based, luminescence, uHTS, HEK293 (AID 1566) | HEK293 NOD2/NF-kB luciferase reporter, luminescence; higher % means a stronger effect | inhibition, % at 4 µM, or EC50 in µM where a hit was titrated | hit rate 0.63% among 290,000; further: many of its hits are not listed in these tables
KOR beta-arrestin-2: kappa opioid receptor blockers – cell-based, luminescence, uHTS (AID 1778). KOR beta-arrestin recruitment, luminescence, antagonist mode; higher % means a stronger effect. one-dose inhibition, % at 10 µM; IC50 in µM for titrated hits. hit rate 0.091% among 290,000; further: strong numbers were not always called active
GPR55 activation: selective activators of receptor GPR55 – imaging, U2OS cells, beta-arrestin-GFP redistribution, primary screen (AID 1961). U2OS GPR55 beta-arrestin-GFP redistribution imaging; higher % means a stronger effect. hit rate 0.048% among 290,000. one-dose activation, % at 10 µM; EC50 in µM for titrated hits;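 active means activation above 40% with more than 50 cells counted in the well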;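 further: U2OS osteosarcoma cells stably expressing GPR55 and beta-arrestin-GFP; plate controls were DMSO negative control for no effect and LPI positive control for full effect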
ER stress rescue: protection against thapsigargin-triggered cell killing – 384-well, CSM14.1, ATP luminescence, primary screen (AID 1222); 190,000 tested, under 10 active; CSM14.1 thapsigargin-induced death rescue, ATP luminescence; higher % means a stronger effect; cellular ATP content (survival), % at 20 µM; hits with a dose series show EC50 in µM;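 active means EC50 below 50 µM in the dose-response confirmation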;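 further: death triggered by thapsigargin at about 15 µM added after 2 h compound pretreatment; cell ATP read after overnight thapsigargin exposure of roughly 18 to 22 hours; normalized against plate controls of thapsigargin alone and 5% DMSO vehicle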
NOD1 NF-kB reporter: inhibition of NOD1-driven NF-kB reporter – cell-based, luminescence, uHTS, primary screen (AID 1578); NOD1-driven NF-kB luciferase reporter cells, luminescence; higher % means a stronger effect; inhibition, % at 4 µM, or EC50 in µM where a hit was titrated; hit rate 1% among 290,000; in the data active means inhibition mostly above about 36%, no sharp cut-off; inactive means mostly below about 34%;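 further: HEK-293T reporter cells stimulated with the NOD1 agonist gamma-tri-DAP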
NTR1 ag cell count 20 µM: also measured in NTR1 ag; calls as there; cell count; measured here: cell count, cytotoxicity flag
Starred values were filed as active, the others as inactive; i = inactive; . = no result given; [ ] = remark or other dose. Unless noted, no stated cut-off is given here; in the data, active means inhibition above about 50%; inactive means the rest.

SMILES | NTR1 ag | NTR1 ag cell count 20 µM | KOR beta-arrestin-1 | TNAP activators | Yfh1-off respiration | NOD2 inhibition | KOR beta-arrestin-2 | GPR55 activation | ER stress rescue | NOD1 NF-kB reporter
O=C(c1ccc(S(=O)(=O)N2CCCC2)cc1)N1CCC(CN2C(=O)c3cccc4cccc(c34)C2=O)CC1 | 5.6 | 59 | 0.7% | . | i | 33.9% | 12.7% | -0.1% | . | 7.9%
O=C(Nc1cccc(S(=O)(=O)N2CCCCC2)c1)C1CC(=O)N(c2ccc3c(c2)OCCO3)C1 (configuration not stated) | 1.5 | 81 | -2.2% | . | . | 19.2% | 8.7% | 0.3% | . | -5.2%
Cn1c(CCNC(=O)c2ccccc2F)nnc1SCC(=O)Nc1ccccc1F | 0.0 | 69 | 0.4% | 1 | i | -1.6% | -21.2%[20 µM] | -0.1% | 0.1% | -16.5%
CCOc1ccc(N2C(=O)CC(N(C)Cc3ccccc3)C2=O)cc1 (configuration not stated) | 1.3 | 51 | 4.3% | 1 | i | 1.3% | -17.7% | -0.2% | -2.8% | 63.8%
COc1ccc(Cl)cc1NC(=O)Nc1ccc(C(=O)N2CCOCC2)cc1 | -0.4 | 102 | 3.0% | . | . | -8.1% | -17.8% | -0.1% | . | -18.0%
COc1ccc(OCC(O)CN(CC(O)COc2ccc(OC)cc2)c2cccc(O)c2)cc1 (configuration not stated) | 2.1 | 69 | -3.7% | . | . | -10.7% | 22.0% | -0.2% | . | 10.7%
Cc1c(NS(=O)(=O)c2ccc(NCC3CCCO3)c([N+](=O)[O-])c2)c(=O)n(-c2ccccc2)n1C (configuration not stated) | 0.7 | 56 | -3.7% | 1 | i | 13.9% | 14.6% | -0.2% | -1.6% | -25.9%
COc1ccccc1N1CCN(S(=O)(=O)c2cn(C)nc2C)CC1 | 0.4 | 49 | 5.9% | . | . | -5.4% | -13.2% | -0.1% | . | -0.8%
CC(O)[C@H]1CNC(=O)C(=O)N1CC1CCCCC1 (some centres not stated) | -5.0 | 91 | 2.9% | . | i | 4.7% | -12.3% | -0.1% | . | 0.3%
CCOC(=O)C1=C(OCc2ccc(Cl)cc2)C2C=C(C)C=CC2N=C1 (configuration not stated) | -0.9 | 68 | -0.2% | 1 | i | 22.8% | -12.8% | -0.1% | -0.8% | 8.2%
CN(c1ccc(C(=O)Nc2ccc3c(c2)OCO3)cc1)S(C)(=O)=O | -0.6 | 58 | -0.8% | . | i | -58.2% | 2.0% | -0.1% | . | -2.3%
N#CC1(c2ccccc2)CCC(=NO)CC1 (configuration not stated) | -0.2 | 49 | -6.6% | 1.2 | i | 9.0% | -6.1% | -0.1% | -0.9% | 2.2%
O=C(CSc1nc2scc(-c3ccco3)c2c(=O)n1-c1ccccc1)NCC1CCCO1 (configuration not stated) | 3.0 | 101 | -1.6% | 1 | i | 1.6% | 12.5% | -0.2% | -1.7% | -3.7%
Cc1nc2nc(SCC(=O)NCCCN3CCCC(C)C3)nn2c(C)c1Cc1ccccc1Cl (configuration not stated) | 0.2 | 61 | -7.2% | . | . | -1.2% | 5.0% | 0.2% | . | -10.8%
O=C(NC(=S)NCCc1ccccn1)c1ccccc1 | -1.6 | 36 | -4.3% | 1 | i | -0.5% | 1.7% | 0.0% | 0.6% | -36.4%
O=C1CC(=C(c2ccccc2)c2ccccc2)C(=O)N1CCCCN1CCN(c2ccccc2)CC1 | 5.9 | 46 | 16.5% | 1.1 | i | 6.0% | -15.0% | -0.1% | -0.5% | -20.5%
CCc1nnc(NC(=O)CSc2nnc(Cc3ccccc3)n2Cc2ccccc2)s1 | 2.3 | 71 | -3.5% | 1.1 | i | 4.1% | -16.9% | -0.2% | -0.9% | -20.4%
CC(=O)c1ccc(N2CCN(CC(O)COCc3ccco3)CC2)cc1 (configuration not stated) | -1.6 | 86 | -6.8% | 1.1 | i | 4.7% | -13.6% | 0.1% | -1.0% | -27.9%
N=C1C(c2ccccc2)=C(O)CN1c1cccc(S(=O)(=O)Nc2cccc(C(F)(F)F)c2)c1 | 2.2 | 73 | 3.4% | 1.1 | i | 0.7% | -37.5% | -0.2% | -3.1% | -6.0%
Cn1cccc1C(=O)OCc1ccc(F)cc1 | 0.0 | 51 | -3.2% | . | . | -9.7% | -1.0% | 0.3% | . | -25.4%
COc1ccc(S(=O)(=O)N(CC(=O)NC2CC2)Cc2ccccc2)cc1 | -1.2 | 53 | -0.9% | . | . | 8.1% | -5.3% | 0.2% | . | -0.4%
CCOC(=O)CC(=O)NC(CC(=O)OC)c1ccc(Br)cc1 (configuration not stated) | -1.0 | 63 | -1.7% | 1.1 | i | 9.7% | -6.7% | 0.9% | 0.0% | -20.1%
CCOC(=O)N1CCN(c2ncnc3c2oc2nc(C)c4c(c23)CC(C)(C)OC4)CC1 | . | . | -3.4% | 1.1 | . | 14.8% | -6.7% | -0.2% | 7.2% | -2.4%
CC(C)CC(=O)Nc1ccnn1C1CCN(C(=O)c2ccccc2F)CC1 | 0.0 | 44 | 6.0% | . | . | 10.2% | -46.8% | -0.1% | . | 18.0%
COc1ccccc1N1CC(C)C(=O)NC1=S (configuration not stated) | -0.1 | 60 | 6.5% | 1.1 | i | -14.2% | 11.6% | 1.1% | -0.9% | -23.5%

Single records, as listed above. Order of values: NTR1 ag | NTR1 ag cell count 20 µM | KOR beta-arrestin-1 | TNAP activators | Yfh1-off respiration | NOD2 inhibition | KOR beta-arrestin-2 | GPR55 activation | ER stress rescue | NOD1 NF-kB reporter
Cc1c(NS(=O)(=O)c2ccc(NCC3CCCO3)c([N+](=O)[O-])c2)c(=O)n(-c2ccccc2)n1C (configuration not stated) in the list: 0.7 | 56 | -3.7% | 1 | i | 13.9% | 14.6% | -0.2% | -1.6% | -25.9%
CCOC(=O)N1CCN(c2ncnc3c2oc2nc(C)c4c(c23)CC(C)(C)OC4)CC1 in the list: . | . | -3.4% | 1.1 | . | 14.8% | -6.7% | -0.2% | 7.2% | -2.4%

Next section
SMILES | NTR1 ag | NTR1 ag cell count 20 µM | KOR beta-arrestin-1 | TNAP activators | Yfh1-off respiration | NOD2 inhibition | KOR beta-arrestin-2 | GPR55 activation | ER stress rescue | NOD1 NF-kB reporter
COC(=O)CN(Cc1ccco1)S(=O)(=O)c1ccccc1 | -0.4 | 68 | -1.8% | 1.1 | i | -1.1% | 0.8% | -0.2% | -0.4% | -23.7%
CCCN1CCC(N2CCN(c3cccc(C(F)(F)F)c3)CC2)CC1 | -1.3 | 58 | -4.5% | 1.1 | i | 9.7% | -38.8% | -0.2% | -1.7% | 2.4%
COc1cc(C)c(C)cc1S(=O)(=O)N1CCN(Cc2ccccc2)CC1 | -0.4 | 52 | -5.7% | 1.1 | i | 14.5% | -22.3% | -0.3% | -0.8% | 16.7%
O=C1c2ccccc2C(=O)N1C/C=C/CN1C(=O)c2ccccc2C1=O | . | . | -5.0% | 1.1 | i | 7.5% | 33.6% | 0.2% | . | -21.9%
COC(=O)C1=C(C)NC(C)=C(C(=O)OCC2CCCO2)C1c1cccc(Br)c1 (configuration not stated) | 4.2 | 56 | -4.8% | . | . | -19.6% | 29.1% | 0.3% | . | 6.9%
Cc1ccc(N2CCN(C(=O)N3CCCC3)CC2)cc1Cl | -0.1 | 56 | -1.9% | 1 | i | -3.3% | 26.0% | -0.1% | . | -23.7%
COc1cc(NC(=O)COC(=O)[C@@H]2CCCN2S(=O)(=O)c2ccc(Cl)cc2)cc(OC)c1OC | -0.8 | 58 | 3.8% | 1 | i | -8.9% | -10.3% | -0.1% | 1.4% | -18.6%
c1ccc(CCn2nnnc2C(c2cccs2)N2CCOCC2)cc1 (configuration not stated) | -2.1 | 64 | 2.7% | 1.1 | i | 7.3% | 16.2% | -0.1% | -2.4% | -1.4%
O=C(O)CN1C(=O)NC2(CCc3ccccc32)C1=O (configuration not stated) | 0.0 | 53 | 2.5% | . | . | -5.8% | -49.1% | 0.2% | . | -9.6%
Cc1ccc(C2(C)NC(=O)N(CC(=O)c3ccc(Cl)s3)C2=O)cc1 (configuration not stated) | 0.7 | 69 | 3.1% | 1.1 | i | 7.4% | -27.5% | -0.2% | -0.3% | -24.3%
O=c1ccc2cc(S(=O)(=O)Nc3ccc(F)cc3)ccc2o1 | -1.1 | 62 | -2.5% | 1 | i | 6.3% | 15.9% | -0.1% | 3.2% | 1.8%
Cc1ccc(-c2nnn(CCC(=O)NC3CCCC3)n2)cc1 | -0.4 | 36 | 19.6% | 1.1 | i | -9.5% | -18.4% | -0.3% | -2.2% | -3.6%
CC(=O)CC(C)(C)n1nnc(-c2ccccc2)n1 | -0.2 | 35 | -3.8% | 1.1 | i | -2.6% | -14.4% | -0.1% | 4.6% | -35.2%
Cc1ccc2cn[nH]c2c1N | -0.2 | 81 | 7.2% | 1 | i | 12.0% | -59.0% | 0.9% | . | 20.2%
CCOc1ccc(N2C(=O)Nc3ccccc3C2(O)C(=O)N2CCN(c3ccccn3)CC2)cc1 (configuration not stated) | -1.6 | 55 | -1.6% | 1.1 | i | 15.2% | 9.2% | -0.7% | -0.6% | -39.9%
Cc1c(NC(=O)c2cccs2)cccc1-c1nc2ccccc2s1 | 23.4 | 69 | 1.5% | 1.1 | i | 1.1% | -11.7% | -0.3% | 0.4% | -23.8%
Cc1ccc(C(=O)C2=C(O)C(=O)N(Cc3cccnc3)C2c2cccc([N+](=O)[O-])c2)o1 (configuration not stated) | 0.5 | 61 | 5.2% | . | . | 7.5% | -24.7% | -0.2% | . | -10.1%
COc1ccccc1CCC(=O)NCCCn1ccc2ccccc21 | 2.0 | 55 | 5.5% | . | . | -0.7% | -52.4% | 0.3% | . | -6.5%
COc1ccc(OC)c2sc(N(CCN(C)C)C(=O)c3ccc4ccccc4c3)nc12 | 0.5 | 58 | 1.5% | . | . | -5.2% | -33.8% | -0.2% | . | -26.0%
O=C(Nc1ccc(-c2nnn(CC(=O)N3CCN(C(=O)c4ccco4)CC3)n2)cc1)c1ccccc1F | -0.6 | 89 | 2.1% | 1.1 | i | -25.8% | -17.9% | -0.1% | 1.6% | -41.6%
COc1cccc(CNc2ccc3[nH]c(=O)[nH]c3c2)c1OCc1ccccc1F | -0.2 | 49 | 2.0% | . | . | 14.8% | -19.2% | -0.1% | . | 3.1%
C[C@H](N)c1nnc(SCc2c(Cl)cccc2Cl)o1 | -2.8 | 95 | 0.0% | 1 | i | -24.5% | -38.5% | 0.2% | -1.3% | 12.1%
Cc1nonc1C(=O)N/N=C/c1ccccc1 | -1.6 | 34 | -10.1% | 1.1 | i | 8.0% | 5.9% | -0.1% | 0.5% | -24.2%
Cc1ccc(Nc2nc(C)cc(C)n2)c(Br)c1 | 2.1 | 90 | -1.7% | 1.1 | i | -10.4% | 9.0% | -0.2% | -2.8% | -23.1%
Cc1ccc2c(c1)C1CN(C)CCC1N2C(=O)COc1ccc(N(C)S(=O)(=O)c2cccs2)cc1 (configuration not stated) | 0.0 | 70 | . | . | i | 8.3% | . | 0.7% | . | -10.2%
COCCNC(=O)NC(=O)COC(=O)c1cc([N+](=O)[O-])ccc1Sc1nc(C)cs1 | 1.0 | 38 | -2.8% | 1.1 | i | -5.0% | -3.5% | -0.3% | -1.4% | -11.3%

The list is partial; count on the stated rates, not on these rows.
